# Screens deposited in PubChem BioAssay by several laboratories.
# PP5 inh: inhibitors of human protein phosphatase 5 (PP5); purified PP5c, OMFP substrate fluorescence; inhibition, % at 6.7 µM; 320,000 tested, 0.18% active; AID 1987;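 active = inhibition above the campaign's mean inhibition across all tested compounds plus 3 SD, cut at about 9.5% in these data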;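 note: 0% = DMSO only and 100% = 100 µM cantharidin control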
# Efflux pump inh: blocks antifungal efflux pumps in multiplex yeast assay; S. cerevisiae Candida pump triplex, Nile Red efflux; inhibition, % at 10 µM; 330,000 tested, 0.44% active;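 active = plate passing quality check with inhibition over a set limit, or well fluorescence over plate mean plus 4 SD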;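 note: Nile Red retained in pooled yeast measured as flow cytometry median fluorescence; 0% = buffer negative control and 100% = Enniatin B positive control; higher means more Nile Red kept so more efflux inhibition; some compounds called inactive have numbers as strong as hits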
# HCV core dimer: blocks dimerization of HCV core protein. TR-FRET GST/Flag-core106 dimerization, 1536-well. inhibition, % at 5 µM. 300,000 tested, 0.33% active;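 active = inhibition above the mean of all tested compounds plus 3 SD, set per screening campaign, cut at about 45% in these data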
#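 System: GST/Flag-tagged HCV core106 proteins. Incubation: compound-protein-antibody incubation 4 h at 22.5 °C. Technique: HTRF with 340 nm excitation, 617/671 nm emission. Medium: KF-containing HEPES buffer, pH 7.45, DTT, CHAPS, BSA. Read-out: inhibition (%) from 671 over 617 nm ratio. Also added: Eu(K)-anti-GST 90 ng/mL plus XL665-anti-Flag 1 µg/mL.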
# CTSL1 counter: blocks F. hepatica cathepsin L1 in PFM18AAP counter-screen; recombinant F. hepatica cathepsin L1, Z-Leu-Arg-MCA fluorescence; inhibition, % at 5.96 µM; 300,000 tested, 0.49% active;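 active = inhibition above the mean of all tested compounds plus 3 SD, set per screening campaign, cut at about 17% in these data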;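 note: 0% = plate median of test compound wells and 100% = 1 µM Z-Phe-Ala-diazomethylketone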
# PP1 inh: blocks human PP1-alpha phosphatase, a PP5 counter-screen; P62136; purified PP1alpha, OMFP fluorescence; inhibition, % at 6.7 µM; 320,000 tested, 0.9% active; AID 2235;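 active = inhibition above the mean inhibition of all tested compounds plus 3 SD, computed separately for each screening campaign, cut at about 15% in these data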
# Target sequence (P62136 whole entry, looked up): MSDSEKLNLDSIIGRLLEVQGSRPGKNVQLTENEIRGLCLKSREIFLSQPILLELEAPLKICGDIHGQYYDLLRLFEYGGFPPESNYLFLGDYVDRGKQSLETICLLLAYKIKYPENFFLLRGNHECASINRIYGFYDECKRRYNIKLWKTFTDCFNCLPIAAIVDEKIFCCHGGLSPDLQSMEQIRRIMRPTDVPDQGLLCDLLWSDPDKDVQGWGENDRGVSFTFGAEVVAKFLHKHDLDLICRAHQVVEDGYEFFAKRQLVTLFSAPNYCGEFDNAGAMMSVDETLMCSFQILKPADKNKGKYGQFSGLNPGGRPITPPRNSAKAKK
# LYPLA2 counter: blocks human lysophospholipase 2, a PME1 counter-screen; inhibition, % at 5.9 µM; O95372; 320,000 tested, 0.38% active; recombinant LYPLA2, FP-Rh probe fluorescence polarization;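 active = inhibition above the screen-wide mean plus 3 SD, limit set per campaign, cut at about 26% in these data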;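 note: 0% = LYPLA2 with DMSO and 100% = wells lacking LYPLA2 enzyme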
# Target sequence (O95372 whole entry, looked up): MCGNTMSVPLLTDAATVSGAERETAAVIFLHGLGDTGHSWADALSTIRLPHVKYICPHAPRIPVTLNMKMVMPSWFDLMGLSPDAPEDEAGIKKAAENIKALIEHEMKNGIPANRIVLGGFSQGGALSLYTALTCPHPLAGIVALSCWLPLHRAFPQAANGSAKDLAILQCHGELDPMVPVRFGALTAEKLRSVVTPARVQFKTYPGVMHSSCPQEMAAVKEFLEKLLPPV
# GASC-1 inh: inhibitors of human GASC-1 (JMJD2C) demethylase | Q9H3R0 | GST-JMJD2C(1-420) H3K9me3 demethylation, DELFIA europium | inhibition, % at 2.35 µM | 330,000 tested, 0.069% active | AID 2099;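 active = more than half of a compound's replicate wells show inhibition beyond 50%, single wells judged on their own value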;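 note: signal counts dimethyl H3K9 product captured on neutravidin plate; 0% = median of DMSO wells and 100% = 0.3 times that DMSO median; strong numbers were not always called active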
# Target sequence (Q9H3R0 1-420 limits assumed): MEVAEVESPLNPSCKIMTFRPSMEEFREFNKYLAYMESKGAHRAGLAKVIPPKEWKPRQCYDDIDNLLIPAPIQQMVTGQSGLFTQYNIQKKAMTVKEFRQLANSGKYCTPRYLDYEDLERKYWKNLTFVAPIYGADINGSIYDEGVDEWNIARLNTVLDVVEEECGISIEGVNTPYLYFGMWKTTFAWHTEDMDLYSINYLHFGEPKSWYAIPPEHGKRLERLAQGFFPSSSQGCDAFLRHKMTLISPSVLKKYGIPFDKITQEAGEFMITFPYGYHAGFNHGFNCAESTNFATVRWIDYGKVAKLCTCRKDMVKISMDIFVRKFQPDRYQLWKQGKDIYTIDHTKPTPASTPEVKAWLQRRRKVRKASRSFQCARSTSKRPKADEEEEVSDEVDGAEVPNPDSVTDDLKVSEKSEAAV
# TPT1 inh: blocks Candida albicans tRNA 2'-phosphotransferase; recombinant caTPT1, FP RNA substrate dephosphorylation; inhibition, % at 5 µM; 300,000 tested, 0.81% active;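 active = inhibition above the mean of all tested compounds plus 3 SD, set per screening campaign, cut at about 24% in these data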;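 note: plate controls were DMSO alone for no effect and ferristatin control at 100 nM for full effect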
# PREPL inh: inhibits the human prolyl oligopeptidase-like enzyme; inhibition, % at 5.96 µM; 320,000 tested, 0.68% active; recombinant PREPL, fluorescence polarization activity-based probe; AID 2751; Q4J6C6; in the data active = inhibition above about 43%;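 note: 0% = enzyme with DMSO and 100% = wells lacking enzyme; many of its hits are not listed in these tables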
# * marks the source's active call; other numbers are inactive results; / = no result given. This is a subset; rates above refer to the full screens.
# Value order: TPT1 inh	PREPL inh	HCV core dimer	GASC-1 inh	CTSL1 counter	PP5 inh	PP1 inh	LYPLA2 counter	Efflux pump inh
1. CCn1c2ccccc2c2cc(NC(=O)CCCN3C(=O)CCC3=O)ccc21
    -3.5	18.5	-5.6	-2.1	-2.0	1.4	-1.5	0.9	0.2
2. CCOc1ccc2cc(C3CC(c4ccco4)=NN3S(C)(=O)=O)c(=O)[nH]c2c1 (configuration not stated)
    9.7	9.6	8.0	-0.9	3.4	4.2	-0.3	1.1	-0.1
3. COC(=O)c1ccc(NC(=O)COC(=O)C2CC(=O)N(Cc3ccccc3)C2)cc1 (configuration not stated)
    1.3	2.8	-1.8	-16.9	-33.1	-0.2	-4.1	-7.0	-0.2
4. COc1ccc(C(=O)c2ccc([N+](=O)[O-])cc2Cl)cc1
    -2.6	3.1	1.1	-5.4	2.7	3.7	-2.6	3.2	0.0
5. Cc1ccc(-c2noc(CN(C(=O)c3ccc4c(c3)OCO4)C(C)C)n2)cc1
    -3.3	-9.6	8.1	-9.3	-5.4	3.0	0.2	3.3	0.1
6. CCC1CCCCN1CCCNC(=O)Cn1ncc2c(C)n(Cc3ccccc3Cl)c(C)c2c1=O (configuration not stated)
    3.6	12.3	13.4	-11.6	-0.8	0.3	-2.3	-3.9	0.1
7. Cc1ccc(N=C2N=C(N)c3ccccc32)cc1C
    -1.2	0.4	3.4	3.5	0.7	-1.4	-3.0	6.5	0.0
8. CCOC(=O)C1CCN(C(=O)c2ccc3c(SCC(=O)O)c4c(nc3c2)CCCC4)CC1
    -3.1	8.9	12.8	-2.9	-2.1	1.8	-0.8	6.5	0.0
9. S=C(Nc1ccc(Br)cc1Cl)N1CCCC1
    0.3	-57.9	9.5	-1.5	-3.4	-1.6	2.2	-1.1	0.0
10. Cc1cn2c(-c3cccnc3)nnc2s1
    -1.1	-2.8	7.5	6.5	-0.5	0.2	5.0	0.6	0.0
11. CC1CCN(CCCCOc2cccc(C(C)C)c2)CC1
    0.5	0.1	-7.5	9.3	-1.6	1.4	-1.4	2.2	0.1
12. CN(C)c1ccc(/C=N/NC(=O)c2ccc(NC(=O)c3ccccc3)cc2)cc1
    -16.1	9.9	-1.3	-9.3	2.6	-1.0	-3.2	7.2	0.0
13. COC(=O)C1SCCN1S(=O)(=O)c1ccc(Cl)cc1 (configuration not stated)
    1.2	7.1	-6.0	-33.1	-1.9	0.1	5.4	-3.6	0.4
14. CC(=O)Nc1ccc(NC(=O)CN(c2cccc(C(C)=O)c2)S(C)(=O)=O)cc1
    1.5	7.1	-5.2	10.0	0.2	2.5	-4.5	-2.5	0.4
15. COc1ccc2c(CC(=O)Nc3ncc(C)s3)coc2c1
    -0.4	18.4	-2.1	-37.4	3.1	0.4	3.3	4.0	0.2
16. COC(CN(C(=O)CCl)C(C(=O)NC1CCCCC1)c1ccc(C)cc1)OC (configuration not stated)
    1.3	-3.1	0.5	6.6	78.4*	1.0	-4.6	2.7	0.2
17. O=C(CCNS(=O)(=O)c1ccc(Cl)cc1)OCC(=O)N1CCN(C(=O)c2ccco2)CC1
    1.9	4.9	-1.2	33.1	-11.0	2.1	-1.5	-2.4	0.8
18. CCOc1ccc2ccccc2c1C1NC(=S)N(C)C(C)=C1C(=O)OC (configuration not stated)
    -3.1	-8.1	14.3	1.8	0.1	2.2	0.5	1.9	0.0
19. COC(=O)c1ccc(OC(=O)CCS(=O)(=O)c2ccc(C)cc2)cc1
    -1.2	2.2	-1.0	-3.3	-45.9	-3.6	-3.5	0.1	-0.1
20. NC(=O)C1CCN(Cc2nnnn2Cc2ccco2)CC1
    -5.1	4.4	-7.2	-6.7	-0.4	-1.0	-0.4	-5.4	-0.1
21. COc1ccc(NC(=S)N/C(=N/CS(=O)(=O)c2ccccc2)c2ccccc2)cc1
    2.3	2.9	2.7	14.4	6.9	-0.3	-3.1	-7.2	-0.2
22. O=c1n(Cc2ccc(Cl)cc2)c2sc3c(c2c2ncnn12)CCCC3
    2.2	16.4	30.7	-3.9	5.4	2.8	5.2	8.2	0.2
23. COC(=O)c1ccc(C(=O)N(C)C2CCCN(Cc3ccccc3F)C2)cc1 (configuration not stated)
    -1.3	-9.4	-7.7	-6.9	-3.3	1.7	2.3	6.2	0.1
24. COC(=O)c1ccc2nc(C3CCCCC3)c3c(c2c1)CCC3
    0.9	6.4	-5.0	-6.9	1.4	2.0	-3.6	2.5	-0.1
25. O=C(CCn1c2c(c3ccccc31)CCCC2)NNC(=O)c1ccccc1C(=O)O
    -0.8	-4.8	-1.1	2.2	-0.3	5.1	1.5	-0.9	0.1
26. O=C(CN1CCN(C(=O)c2ccccc2)CC1)Nc1ccc(Br)cn1
    -1.7	7.0	0.7	-3.7	1.1	0.1	-1.6	13.0	0.0
27. Cc1ccc(-c2nc(C#N)c(NCCCn3ccnc3)o2)cc1
    -0.3	6.3	-1.0	2.7	4.6	0.7	-3.2	-4.3	0.2
28. COc1ccc(CN2C(=O)CN=C2Nc2cc(C)ccc2C)cc1
    -1.5	-5.2	-1.6	-34.4	0.8	1.0	-0.2	2.3	0.1
29. Cc1ccsc1C(=O)OCC(=O)Nc1cccc(S(=O)(=O)N2CCOCC2)c1
    0.8	16.5	11.7	-3.7	-14.8	2.9	-5.2	0.3	0.0
30. COc1ccc(-c2nc(CN3CCC(C(=O)N4CCOCC4)CC3)c(C)o2)cc1C
    0.4	20.2	-3.3	3.8	0.2	-1.5	1.9	-9.2	-0.1

# The final 4 compounds of the part before are carried over, then new ones follow.
# Value order: TPT1 inh	PREPL inh	HCV core dimer	GASC-1 inh	CTSL1 counter	PP5 inh	PP1 inh	LYPLA2 counter	Efflux pump inh
27. Cc1ccc(-c2nc(C#N)c(NCCCn3ccnc3)o2)cc1
    -0.3	6.3	-1.0	2.7	4.6	0.7	-3.2	-4.3	0.2
28. COc1ccc(CN2C(=O)CN=C2Nc2cc(C)ccc2C)cc1
    -1.5	-5.2	-1.6	-34.4	0.8	1.0	-0.2	2.3	0.1
29. Cc1ccsc1C(=O)OCC(=O)Nc1cccc(S(=O)(=O)N2CCOCC2)c1
    0.8	16.5	11.7	-3.7	-14.8	2.9	-5.2	0.3	0.0
30. COc1ccc(-c2nc(CN3CCC(C(=O)N4CCOCC4)CC3)c(C)o2)cc1C
    0.4	20.2	-3.3	3.8	0.2	-1.5	1.9	-9.2	-0.1
31. Cc1onc(-c2ccccc2)c1C(=O)OCC(=O)NC(C)c1ccc(Cl)cc1 (configuration not stated)
    /	-11.8	/	4.9	/	3.0	3.8	-2.7	-0.2
32. O=C(CS(=O)c1cccc(C(F)(F)F)c1)Nc1ccccc1Cl (configuration not stated)
    -3.5	-6.7	-3.8	-8.1	0.6	-0.1	0.5	-1.4	0.0
33. CCOC(=O)Nc1ccc2c(c1)N(C(=O)N(CC)CC)c1ccccc1CC2
    1.6	6.3	-5.9	-5.9	0.8	4.1	0.0	-0.6	-0.2
34. COc1ccccc1CNC(=O)CNC(=O)c1cn(-c2ccccc2OC)c(=O)c2ccccc12
    1.8	-8.6	3.4	11.9	2.0	1.7	-2.5	1.5	0.1
35. O=C(C[n+]1ccccc1)N1c2ccccc2Sc2ccccc21
    0.1	-8.2	-3.9	-18.6	-0.4	1.4	4.1	1.2	0.0
36. COc1ccc(-c2cc(CC3(C(=O)O)CCN(C(=O)OC(C)(C)C)CC3)on2)c(OC)c1
    -1.6	7.4	7.2	2.6	7.2	-0.9	0.7	-6.5	-0.2
37. Cc1cc(NC(=O)Cc2ccccc2[N+](=O)[O-])no1
    -0.6	7.8	0.5	1.5	-6.1	1.6	-1.5	0.0	0.1
38. O=[N+]([O-])c1nn(-c2ccc3c(c2)OCCO3)n(O)c1=NC1CCN(Cc2ccccc2)CC1
    -2.5	17.4	-10.8	-7.8	4.1	1.6	-4.3	1.0	-0.1
39. CCOc1ccc2ncc(S(=O)(=O)c3ccccc3)c(N3CCN(c4ccc(OC)cc4)CC3)c2c1
    -1.5	6.7	5.8	-1.6	-1.9	-2.0	-6.1	1.3	-0.1
40. CCC(Oc1cc(Cl)ccc1Cl)C(=O)NNC(=O)CCC(=O)O (configuration not stated)
    -0.1	-2.7	-4.1	29.4	0.3	-0.5	0.2	4.7	-0.3
41. Cc1ccc(Cc2c(C)c(C#N)c3[nH]c4ccccc4n3c2=O)cc1
    1.1	-0.3	2.5	-10.9	-5.4	0.3	-1.1	0.2	0.0
42. c1ccc(-c2noc(-c3cccnc3)n2)nc1
    2.9	6.1	1.1	-0.8	-3.4	-7.2	-2.1	10.9	0.1
43. CCCn1c(=O)[nH]c(=O)c2c1nc(-c1ccc(C(F)(F)F)cc1)n2CCOC
    1.4	1.5	0.2	7.8	-1.1	-0.4	-2.6	-4.7	-0.1
44. O=C(Nc1nccs1)c1cc2c(s1)CCCCC2
    -0.3	-27.3	13.1	-14.4	0.7	1.1	-4.1	-4.1	0.5
45. CC(C)(C)c1ccc(S(=O)(=O)Nc2cccc(C3OCCCO3)c2)cc1
    -3.0	-1.3	0.4	-4.4	-3.3	3.2	1.7	-0.6	0.1
46. COc1ccc(N(CC(=O)NC2CCCC2)C(=O)c2ccc(C)s2)c(OC)c1
    -3.0	3.9	0.4	-0.3	-3.4	1.7	1.2	-3.3	0.0
47. Cc1sc(-c2ccncc2)nc1OC(=O)c1ccc(Cl)cc1
    -4.3	21.9	-0.8	4.9	-3.0	2.9	-0.6	6.3	-0.1
48. COCCNC(=O)C(OC(=O)CC1Sc2ccccc2NC1=O)c1ccncc1 (configuration not stated)
    0.9	4.5	-5.0	12.1	-81.4	-0.8	-3.0	-2.6	-0.1
49. Cc1cc2cc3c(cc2nc1SCC(=O)Nc1c(C)cccc1C)CCC3
    -0.5	4.8	1.9	-4.5	-1.8	2.6	-2.1	-2.8	0.0
50. CCOc1ccc2nc(NC(=O)C3CCCN(S(=O)(=O)c4c(C)noc4C)C3)sc2c1 (configuration not stated)
    -1.6	1.3	5.6	1.0	0.4	4.0	2.0	-11.2	-0.1
51. COc1cccc(C2NC(c3cccc(OC)c3O)C(C)C(=O)C2C)c1O (configuration not stated)
    1.6	9.1	-5.8	1.5	0.6	5.9	-0.1	-1.8	0.1
52. CCCCn1c2c(c(=N)c3ccccc31)CCC2
    -0.4	20.6	-4.5	-6.7	2.0	2.0	0.1	11.3	0.0
53. CC1(C)Oc2ccc3ccc(=O)oc3c2/C(=C/Nc2ccccc2)C1=O
    -4.3	13.2	-0.2	-4.6	3.4	4.9	0.4	2.4	-0.1
54. O=C(CN1CCN(C(=O)C2CCCO2)CC1)Nc1ccc(Br)cc1 (configuration not stated)
    3.1	4.8	-4.7	-3.8	-1.4	-0.1	-2.2	6.3	0.1
55. O=C(Nc1ccccc1C(F)(F)F)N1CCCCCC1
    -8.9	4.2	-4.1	-1.6	-3.9	-4.6	6.0	-3.2	0.4
56. COc1ccc(-c2nc(-c3ccncc3)no2)c(OC)c1
    2.1	-6.1	1.9	2.3	-2.6	0.6	-2.1	2.8	0.3
57. Cc1ccc(S(=O)(=O)N(CC(=O)N2CCC(C(N)=O)CC2)Cc2ccc(F)cc2)cc1
    -2.3	8.2	-4.4	-34.5	2.5	-0.7	-2.8	2.5	-0.1
